SW480 rerep: A quantitative high throughput screen for small molecules that induce DNA re-replication in SW480 colon adenocarcinoma cells; SW480 DNA re-replication, Hoechst DNA content imaging, 48 h; Potency, µM (highest dose often 46.1 µM), without a hit: at the highest dose re-replication activation, actives largely listed as activators; 340,000 compounds, 1.8% hits; AID 624297, 2012; note: potency is the fitted concentration of half-maximal effect; % of control where 0% means no effect; nearly all actives have a fitted effect of over 55% in size
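Readout is total intensity of Hoechst-stained nuclei, excited at 405 nm and collected at 500-530 nm. Compound treatment lasted 48 hr at 37 C in 5% CO2 before staining.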
HepG2 tox: qHTS for Inhibitors of TGF-b: Cytotox Counterscreen | HepG2 CAGA-GFP viability, ATP luminescence, 18 h | Potency, µM (top dose mostly 46.1 µM), without a hit: top-dose activity change, negative = cytotoxicity, actives largely listed as cytotoxic | 410,000 compounds, 0.76% hits; note: potency is the fitted concentration of half-maximal effect; some results filed as inactive show a strong effect at the top dose
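HepG2 CAGA-GFP cells (1000/well, DMEM with 1% FBS) received compound, then TGF-beta at 500 pg/mL final, and were incubated 18 hours at 37 degrees C. Viability was read by CellTiter-Glo luminescence. Media-only wells were set as complete cell-killing and DMSO as no toxicity.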
ATXN2 expr inh: Primary qHTS for Inhibitors of ATXN expression; HEK-293 ATXN2-luciferase reporter, luminescence, 24 h; Potency, µM (highest dose often 57 µM), for inactives: at the top dose activity change, negative = inhibition, usual class: inhibitors; 360,000 compounds, 0.72% hits; AID 1745845, 2022; note: potency is the fitted concentration of half-maximal effect; % is set by controls: 0 for no effect and ±100 for the full control effect; nearly all actives have a fitted effect of over 55% in size
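ATXN2-luciferase reporter cells (luciferase flanked by upstream and downstream ATXN2 gene portions) were treated 24 h at 37 °C with compounds at up to 57 uM. SteadyGlo luminescence gave expression; GF-AFC fluorescence gave viability.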
IL-1B inflam inh: qHTS for Inhibitors of Inflammasome Signaling: IL-1-beta AlphaLISA Primary Screen; THP-1 LPS/ATP IL-1B secretion, AlphaLISA, 16 h; hits give low values; activity change, % at 57.5 µM; 360,000 compounds, 4.7% hits; in the data active = activity change below about -50%; inconclusive = mostly about -30% to -49%; note: % is set by controls: 0 for no effect and ±100 for the full control effect
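THP-1 cells pretreated 1 hr with compounds (up to 57.5 uM final), then stimulated with LPS (250 ng/mL final) plus ATP (1.25 mM final); secreted IL-1B measured by AlphaLISA after 16 hr, decreased signal indicating inhibition.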
HT1080-NT tox: qHTS for induction of synthetic lethality in tumor cells producing 2HG: qHTS for the HT-1080-NT fibrosarcoma cell line; HT-1080-NT fibrosarcoma viability, CellTiter-Glo ATP luminescence, 48 h; Potency, µM (top dose mostly 46.1 µM), for the others: at the highest dose activity, negative = less viability, actives largely listed as cytotoxic; 360,000 compounds, 1.6% hits; AID 686970, 2013;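 note: NT is the 2HG producing partner of a matched IDH1 knockdown line; potency is the fitted concentration of half-maximal effect; 0% = DMSO-treated cells and -100% = media-only wells without cells; nearly all actives have a fitted effect of over 55% in size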
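A 48-hour cytotoxicity screen used HT-1080-NT cells plated 2 hours before compound delivery. ATP-based CellTiter-Glo luminescence measured viability, normalized to DMSO and no-cell controls.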
ATXN viability: Viability Counterscreen for Primary qHTS for Inhibitors of ATXN expression | S2 cells (HEK-293 line with an ATXN2-luciferase reporter) viability, CellTiter-Fluor protease fluorescence, 24 h | Potency, µM (highest dose often 56.7 µM), usual class: cytotoxic | 400,000 compounds, 0.49% hits | AID 651635, 2014; note: potency is the fitted concentration of half-maximal effect; nearly all actives have a fitted effect of over 40% in size
MCF10A rerep: A quantitative high throughput screen for small molecules that induce DNA re-replication in MCF 10a normal breast cells; MCF 10A DNA re-replication, Hoechst nuclear intensity, 48 h; Potency, µM (titrated, usually from 46.1 µM), for inactives: top-dose activity, positive = re-replication, hits mostly activators; 350,000 compounds, 2.9% hits; AID 624296, 2012; note: potency is the fitted concentration of half-maximal effect; % of control where 0% means no effect; nearly all actives have a fitted effect of over 50% in size
KB-3-1 tox: qHTS assay for MDR1-selective chemotherapeutics: Primary screen using the parental adenocarcinoma cell KB-3-1. KB-3-1 viability, CellTiter-Glo ATP luminescence, 72 h. Potency, µM (titrated, usually from 46.1 µM), without a hit: at the highest dose activity change, negative = cytotoxic, usual class: cytotoxic. 400,000 compounds, 1.4% hits. AID 1347075, 2019; note: potency is the fitted concentration of half-maximal effect; % is set by controls: 0 for no effect and ±100 for the full control effect; nearly all actives have a fitted effect of over 60% in size
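72 h, 37 °C compound treatment of KB-3-1 parental cells; CellTiter-Glo added, 10 min, luminescence read. Data corrected against DMSO-only plates and normalized before curve fitting.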
HT1080 IDH1KD tx: qHTS for induction of synthetic lethality in tumor cells producing 2HG: qHTS for the HT-1080-IDH1KD cell line | HT-1080 IDH1 knockdown viability, ATP luminescence, 48 h | Potency, µM (doses to about 46.1 µM), inactives show at the top dose activity, negative = toxicity, actives largely listed as cytotoxic | 360,000 compounds, 2% hits;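 note: potency is the fitted concentration of half-maximal effect; 0% = DMSO wells and -100% = cell-free medium wells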
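In this qHTS, HT-1080 cells depleted of IDH1 are exposed for 48 h at 37 °C to compound titrations. Toxicity is scored from CellTiter-Glo luminescence, with DMSO as full viability and medium alone as none.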
An asterisk follows results filed as active; i = inactive; ? = inconclusive; · = no result given; [ ] = dose if it differs, or a comment. Unless noted, calls come from the whole dose curve; as a rule, active = well fitted curve in the direction sought with a large enough effect; inconclusive = small, poorly fitted or top-dose-only effect, or another doubt; inactive = no such curve, though single readings can be large; an effect the other way counts as inactive or inconclusive.

canonical_smiles	SW480 rerep	HepG2 tox	ATXN2 expr inh	IL-1B inflam inh	HT1080-NT tox	ATXN viability	MCF10A rerep	KB-3-1 tox	HT1080 IDH1KD tx
Cc1cc(C)n2cc(CSc3nc4ccccc4[nH]3)nc2n1	-5%	6%	33%[activator]	0	11%	i	1%	1%	11%
CCc1ccccc1NC(=O)CN(C)C(=O)CSc1nnc(Nc2cccc(C)c2C)s1	-4%	0%	-4%	?	9%	i	15%	-3%	1%
CCNC(=S)NNC(=O)c1ccncc1	-3%	1%	·	4	17%	i	18%	-1%	20%
CCCCOC(=O)/C(C#N)=C/c1ccc(-c2ccc(Br)cc2)o1	·	7%	10%	·	·	i	·	16%	·
O=C(C1CC1)N1CCc2cc(S(=O)(=O)NCCC3=CCCCC3)ccc21	3%	-13%	-11%	-1	-3%	i	1%	-2%	-22%
CCOc1ccccc1OC(C)C(=O)Nc1ccc(S(=O)(=O)N2CCCC2)cc1 (stereo unspecified)	-3%	-3%	7%	0	5%	i	1%	-2%	1%
CN(C)C(=S)Oc1ccccc1C1SCCS1	·	7%	·	-1	-3%	i	·	0%	-7%
O=C(CSc1nnc(-c2ccncc2)n1-c1ccccc1)Nc1ccc(C(=O)O)cc1	-7%	0%	-6%	12	17%	i	-13%	19%	23%
CC1=C(C(=O)N(C(C)C)C(C)C)CC(CC(=O)NCCc2ccccn2)C(=O)N1Cc1ccc(C(C)(C)C)cc1 (stereo unspecified)	·	-68%	-20%	-23	-15%	?	·	0%	-4%
O=C(CN1C2CCCC1CC(NC(=O)c1ccccc1)C2)Nc1nccs1 (stereo unspecified)	-2%	0%	-5%	19	11%	i	1%	8%	0%

Three structures from above, arranged by count of non-hydrogen atoms, ascending.
canonical_smiles	SW480 rerep	HepG2 tox	ATXN2 expr inh	IL-1B inflam inh	HT1080-NT tox	ATXN viability	MCF10A rerep	KB-3-1 tox	HT1080 IDH1KD tx
O=C(C1CC1)N1CCc2cc(S(=O)(=O)NCCC3=CCCCC3)ccc21	3%	-13%	-11%	-1	-3%	i	1%	-2%	-22%
O=C(CSc1nnc(-c2ccncc2)n1-c1ccccc1)Nc1ccc(C(=O)O)cc1	-7%	0%	-6%	12	17%	i	-13%	19%	23%
CCc1ccccc1NC(=O)CN(C)C(=O)CSc1nnc(Nc2cccc(C)c2C)s1	-4%	0%	-4%	?	9%	i	15%	-3%	1%

Additional structures.
canonical_smiles	SW480 rerep	HepG2 tox	ATXN2 expr inh	IL-1B inflam inh	HT1080-NT tox	ATXN viability	MCF10A rerep	KB-3-1 tox	HT1080 IDH1KD tx
CCOC(=O)c1cc(C)sc1/N=C/C1C(=O)CC(C)(C)CC1=O	0%	-9%	4%	12	-2%	i	3%	4%	-14%
O=C(NCc1ccc(F)cc1)c1cccc2c1C(=O)c1ccc(N3CCC(Cc4ccccc4)CC3)cc1S2(=O)=O	13%	-19%	-6%	30	3%	·	?	1%	6%
Cc1cc2nnc(SCC(=O)N(C)C3CCS(=O)(=O)C3)n2c2ccccc12 (stereo unspecified)	-49%[inhibitor]	11%	·	-12	4%	i	1%	-2%	-1%
COc1ccc(N=C2C(=O)Nc3c(C)cccc32)cc1	0%	-11%	-8%	19	0%	i	-4%	-2%	-25%
O=C(CSc1nnc2c(n1)[nH]c1ccccc12)Nc1ccc(S(=O)(=O)Nc2ncccn2)cc1	-35%[inhibitor]	9%	·	2	-2%	i	4%	0%	1%
CCCCn1nnnc1C(c1ccccc1)N1CCCN(Cc2ccc(F)cc2)CC1 (stereo unspecified)	·	·	-14%	?	?	?	·	?	-23%
CCOc1ccc(Cl)cc1CSc1n[nH]c(C)n1	-2%	-8%	9%	-19	-1%	i	-4%	1%	4%
COCCn1c(SCC(=O)Nc2ccc(F)cc2)nc2c([nH]c3ccccc32)c1=O	-4%	-14%	15%	18	1%	i	5%	9%	-1%
Oc1c(C(c2ccc(Cl)cc2Cl)N2CCN(c3ccccc3)CC2)sc2nc(-c3ccco3)nn12 (stereo unspecified)	·	-84%	?	·	·	?	·	15%	·
O=C(O)c1ccccc1-c1ccccc1C(=O)Nc1cccc(-c2nc3ccccc3o2)c1	?	0%	23%	-9	-9%	?	?	-11%	-21%
CC(C)(C)n1nc2c(c1NC(=O)c1ccc([N+](=O)[O-])cc1)CS(=O)(=O)C2	-4%	-8%	3%	-5	2%	i	0%	-11%	8%
CC(C)n1cnc2c(N(C)c3ccccc3)nc(N(CCN(C)C)Cc3ccccc3)nc21	16%	-26%	?	-26	?	?	-18%	?	-27%
CCN(CC(=O)Nc1c(F)cccc1F)C(=O)CNC(=O)COc1ccccc1	-1%	-44%	3%	-9	15%	i	-3%	16%	2%
Cc1ccc(NC(=O)CCN2C(=O)c3ccccc3C2=O)cc1	9%	-2%	-25%	-24	2%	i	4%	-4%	-5%
CC(=O)c1ccc(NC(=S)NCC(c2ccco2)N2CCCC2)cc1 (stereo unspecified)	-25%	0%	33%	-12	6%	i	?	4%	10%
O=C(CSC1=NS(=O)(=O)c2cc(F)ccc2N1)Nc1ccc(F)cc1	-2%	13%	1%	6	-1%	i	2%	-10%	0%
Cc1cccc(C)c1NC(=O)C(c1ccncc1)n1c(=O)c(-c2ccccc2)nc2ccccc21 (stereo unspecified)	·	·	·	-8	1%	·	·	26%	-9%
O=C(NCc1cccnc1)c1cnc2n(c1=O)CCS2	1%	-5%	-1%	6	9%	i	-1%	3%	-2%
CCCCCCn1c(=O)[nH]c2c(c1=O)CCC2	4%	-2%	18%	-1	-2%	i	5%	12%	-2%
COC(=O)c1cc(S(=O)(=O)NCCN2CCN(c3ccccc3F)CC2)c[nH]1	3%	-3%	1%	31	-2%	i	-1%	5%	2%
Cn1c(=O)c(C(=O)Nc2ccccc2S(N)(=O)=O)c(O)c2ccccc21	-6%	-4%	39%[activator]	7	-19%	i	14%	-11%	-25%
COC(=O)c1ccc(N=Cc2c(C(F)(F)F)[nH][nH]c2=O)cc1	0%	-5%	0%	-5	?	i	0%	-12%	?
Cc1ccc(-n2nc(C)c3c(C(=O)Nc4ccccc4C(F)(F)F)cc(C)nc32)cc1	·	-11%	3%	·	·	i	·	-1%	·
COc1cccc(N=Nc2c(N)[nH][nH]c2=O)c1	-4%	-29%	-24%	-8	-11%	i	18%	-29%	-2%
Cn1c(N)c(C(=O)COC(=O)c2ccc(-c3ccccc3)cc2)c(=O)n(C)c1=O	-4%	-4%	?	19	12%	i	?	-15%	4%
O=C1CC(c2ccc(Cl)c([N+](=O)[O-])c2)c2ccc3ccccc3c2N1 (stereo unspecified)	8%	-22%	-17%	-11	-7%	i	9%	?	-7%
Cn1c(SCC(=O)NC2CCCC2)nnc1-c1ccc(S(=O)(=O)N2CCOCC2)cc1	-9%	6%	3%	-21	-4%	i	-1%	2%	-3%
O=C1c2ccccc2CC1Sc1nnc(-c2ccncc2)o1 (stereo unspecified)	-1%	-12%	3%	18	-2%	i	16%	19%	-15%
COc1cccc(N(CC(=O)N2CCCC2)S(C)(=O)=O)c1	-6%	0%	·	0	5%	i	17%	3%	0%
COc1ccc(CNC(=O)CCc2c(C)nc3c(c(C)nn3-c3ccccc3)c2C)cc1	·	-10%	-17%	·	·	?	·	-5%	·
Cc1cccc(NC(=O)CCC2CCN(C(=O)c3ccc(C)s3)CC2)c1	14%	-5%	-33%	10	-2%	i	14%	0%	-2%
COc1ccc(NC(=S)c2ccccc2)cc1	5%	5%	44%[activator]	-82*	3%	?	-4%	2%	7%
CCCOc1ccc(-c2c(C(=O)N/N=C/c3ccc(C)o3)nnn2-c2nonc2N)cc1	-1%	-11%	·	2	5%	i	3%	0%	-3%
O=C(C=P(c1ccccc1)(c1ccccc1)c1ccccc1)c1ccccc1-c1ccccc1C(=O)C=P(c1ccccc1)(c1ccccc1)c1ccccc1	13µM*	1.6µM*	?	?	13µM*	·	63%	?	7.3µM*
O=C(COc1ccc(Cl)cc1)NCCNC(=O)c1cnccn1	-2%	-9%	-5%	6	2%	i	2%	2%	1%

Structures from the list above that contain a COOH group:
canonical_smiles	SW480 rerep	HepG2 tox	ATXN2 expr inh	IL-1B inflam inh	HT1080-NT tox	ATXN viability	MCF10A rerep	KB-3-1 tox	HT1080 IDH1KD tx
O=C(CSc1nnc(-c2ccncc2)n1-c1ccccc1)Nc1ccc(C(=O)O)cc1	-7%	0%	-6%	12	17%	i	-13%	19%	23%
O=C(O)c1ccccc1-c1ccccc1C(=O)Nc1cccc(-c2nc3ccccc3o2)c1	?	0%	23%	-9	-9%	?	?	-11%	-21%

Screening data (PubChem BioAssay)
